Bioassay records (PubChem BioAssay)
CRFBP-R2 agonist – agonists of CRF-BP/CRF-R2 complex, primary screen, cell-based, HEK293, calcium dye fluorescence, uHTS; CRF-binding protein / CRF receptor 2 complex (human); activation, % at 13.2 µM; 350,000 tested, 0.46% active; calcium dye fluorescence (FLIPR); percent of saturating CRF peptide response; AID 588473, 2011;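 active = activation of at least 50%, plus an integration ratio under a set limit after plate pattern correction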;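 also: plate controls were neutral control wells without compound for no effect and CRF at EC100 for full effect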
CHRM5 agonist – human M5 muscarinic receptor agonists, primary screen, CHO-K1 cells, Fluo-8 calcium fluorescence; 360,000 tested, 0.19% active; CHO-K1 hM5 cells; 0% DMSO wells, 100% maximal acetylcholine response; AID 624037, 2012; Muscarinic acetylcholine receptor M5 (Homo sapiens), P08912; activation, % at 3 µM;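 active = activation above the run's mean over test compounds plus 3 SD, cut at about 23% in these data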;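 also: signal is peak over basal fluorescence ratio across the kinetic read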
Target sequence (P08912 whole entry, looked up): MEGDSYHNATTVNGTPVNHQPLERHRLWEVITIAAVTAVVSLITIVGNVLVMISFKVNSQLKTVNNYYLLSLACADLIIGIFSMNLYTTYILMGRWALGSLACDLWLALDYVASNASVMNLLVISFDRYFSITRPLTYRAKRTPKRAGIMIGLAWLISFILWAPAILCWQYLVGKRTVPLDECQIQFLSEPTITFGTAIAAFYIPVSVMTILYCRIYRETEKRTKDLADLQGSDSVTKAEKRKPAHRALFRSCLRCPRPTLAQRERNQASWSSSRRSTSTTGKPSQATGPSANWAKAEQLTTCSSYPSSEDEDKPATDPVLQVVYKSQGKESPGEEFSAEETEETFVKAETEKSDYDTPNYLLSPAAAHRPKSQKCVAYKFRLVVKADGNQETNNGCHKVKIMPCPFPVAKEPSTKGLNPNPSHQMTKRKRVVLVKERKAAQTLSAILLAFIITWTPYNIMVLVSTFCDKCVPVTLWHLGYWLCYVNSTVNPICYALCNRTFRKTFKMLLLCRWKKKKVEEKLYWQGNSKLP
CHRM1 antagonist – human M1 muscarinic receptor antagonists, primary screen, CHO-K1 cells, Fluo-8 calcium fluorescence, 1536-well; CHO-K1 hM1, ACh EC80 antagonist; 360,000 tested, 1.3% active; Muscarinic acetylcholine receptor M1 (Homo sapiens), P11229; AID 588852, 2011; inhibition, % at 3 µM;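 active = percent inhibition above its own plate's cutoff, namely the mean of that plate's compound wells plus 3 SD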;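 also: peak over basal fluorescence ratio during 140 s after agonist addition; 0% = ACh EC80 plus DMSO and 100% = DMSO alone without agonist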
M4 PAM – human M4 muscarinic receptor positive allosteric modulators, primary screen, CHO-K1 cells, Fluo-8 calcium fluorescence | Muscarinic acetylcholine receptor M4 (Homo sapiens), P08173 | 360,000 tested, 0.4% active | activation, % at 3 µM | CHO-K1 hM4/Gqi5, ACh EC20; 0% = ACh EC20, 100% = maximal ACh;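 active = activation above its plate's cutoff, the mean activation of sample wells plus 3 SD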; also: some results filed as inactive read as strong as hits
Target sequence (P08173 whole entry, looked up): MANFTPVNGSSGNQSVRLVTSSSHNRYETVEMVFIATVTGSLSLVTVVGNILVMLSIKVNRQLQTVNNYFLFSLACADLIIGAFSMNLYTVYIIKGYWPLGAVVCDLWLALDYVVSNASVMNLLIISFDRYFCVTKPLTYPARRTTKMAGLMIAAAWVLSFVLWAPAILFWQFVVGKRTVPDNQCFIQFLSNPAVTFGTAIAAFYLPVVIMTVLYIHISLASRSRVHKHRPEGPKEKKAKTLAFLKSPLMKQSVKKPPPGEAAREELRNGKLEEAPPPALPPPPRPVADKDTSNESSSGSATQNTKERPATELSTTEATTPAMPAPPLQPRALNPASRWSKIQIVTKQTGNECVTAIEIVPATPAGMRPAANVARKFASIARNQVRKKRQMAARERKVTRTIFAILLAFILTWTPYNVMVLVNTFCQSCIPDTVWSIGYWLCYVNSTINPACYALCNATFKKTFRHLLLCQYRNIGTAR
M5 PAM – human M5 muscarinic receptor positive allosteric modulators, primary screen, CHO-K1 cells, Fluo-8 calcium fluorescence; CHO-K1 hM5, ACh EC20 PAM; 0% = ACh EC20, 100% = ACh EC100; activation, % at 3 µM; 360,000 tested, 0.3% active;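 active = activation above the run cutoff, the mean activation of all test compounds plus 3 SD, cut at about 18% in these data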
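Probe or stimulus: acetylcholine, EC20 level; Assay system: human M5 receptor in CHO-K1 cells; Schedule: compound preincubation 140 s before EC20 acetylcholine addition; Technique: intracellular calcium via Fluo-8 fluorescence; Dosing: single-point, 3 µM nominal; Read-out basis: percent activation from peak-over-basal fluorescence ratio, scaled EC20-to-EC100 acetylcholine; Repeats: one well per compound, no replicates.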
CHRM1 PAM – human M1 muscarinic receptor positive allosteric modulators, primary screen, CHO-K1 cells, Fluo-8 calcium fluorescence, 1536-well | CHO-K1 hM1, ACh EC20; 0% = ACh EC20, 100% = maximal ACh | activation, % at 3 µM | 360,000 tested, 0.088% active | AID 588819, 2011; in the data active = activation above about 19%, passing the limit was not always enough
CHRM4 agonist – human M4 muscarinic receptor agonists, primary screen, CHO-K1 cells, Fluo-8 calcium fluorescence; Muscarinic acetylcholine receptor M4 (Homo sapiens), P08173; CHO-K1 hM4/Gqi5; vehicle 0%, full acetylcholine response 100%; activation, % at 3 µM; 360,000 tested, 0.14% active; AID 624127, 2012;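 active = activation above the run mean over all test wells plus 3 SD, cut at about 32% in these data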;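 also: peak over basal fluorescence ratio per well then scaled between controls; 0% = DMSO wells and 100% = acetylcholine at EC100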
CHRM4 antagonist – human M4 muscarinic receptor antagonists, primary screen, CHO cells, Fluo-8 calcium fluorescence | CHO-hM4 cells, ACh EC80 | 360,000 tested, 0.73% active | Muscarinic acetylcholine receptor M4 (Homo sapiens), P08173 | inhibition, % at 3 µM;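 active = inhibition above its plate's cutoff, the mean inhibition of sample wells plus 3 SD, cut at about 27% in these data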;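 also: 0% = acetylcholine EC80 with DMSO and 100% = DMSO without agonist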
CHRM5 antagonist – human M5 muscarinic receptor antagonists, primary screen, CHO cells, Fluo-8 calcium fluorescence; Muscarinic acetylcholine receptor M5 (Homo sapiens), P08912; CHO-hM5 cells, ACh EC80; inhibition, % at 3 µM; 360,000 tested, 0.59% active; AID 624040, 2012;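 active = inhibition above a per-plate cutoff, the mean of that plate's test compounds plus 3 SD, cut at about 27% in these data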;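 also: 0% = acetylcholine EC80 with DMSO and 100% = DMSO without agonist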
* = called active by the depositor; . = not tested or not shown.

Start of the data: the first 4 entries, to show the layout:
SMILES	CRFBP-R2 agonist	CHRM5 agonist	CHRM1 antagonist	M4 PAM	M5 PAM	CHRM1 PAM	CHRM4 agonist	CHRM4 antagonist	CHRM5 antagonist
COc1cccc(CNC(=O)[C@@H](C)N2C(=O)N3CCc4c([nH]c5ccc(OC)cc45)C3(C)C2=O)c1 (some centres undefined)	1.5	1	-6	6	-1	2	6	-37	-2
CCOc1cc(C(=S)N2CCCCC2)ccc1OS(=O)(=O)c1ccc(Cl)cc1	5.8	-4	12	-15	-8	-11	0	0	7
O=C(OCc1nnc(-c2ccc(Cl)cc2)o1)c1ccc(O)cc1	0.7	1	0	0	-1	7	2	3	-3
COc1ccc(NC(=S)Nc2ccc(OCc3ccccc3)cc2)c(OC)c1	1.6	-4	6	7	2	-4	2	-1	-3

Main list (from the top)
SMILES	CRFBP-R2 agonist	CHRM5 agonist	CHRM1 antagonist	M4 PAM	M5 PAM	CHRM1 PAM	CHRM4 agonist	CHRM4 antagonist	CHRM5 antagonist
COc1cccc(CNC(=O)[C@@H](C)N2C(=O)N3CCc4c([nH]c5ccc(OC)cc45)C3(C)C2=O)c1 (some centres undefined)	1.5	1	-6	6	-1	2	6	-37	-2
CCOc1cc(C(=S)N2CCCCC2)ccc1OS(=O)(=O)c1ccc(Cl)cc1	5.8	-4	12	-15	-8	-11	0	0	7
O=C(OCc1nnc(-c2ccc(Cl)cc2)o1)c1ccc(O)cc1	0.7	1	0	0	-1	7	2	3	-3
COc1ccc(NC(=S)Nc2ccc(OCc3ccccc3)cc2)c(OC)c1	1.6	-4	6	7	2	-4	2	-1	-3
CCOC1=C2CN(S(=O)(=O)c3ccc(C)cc3)[C@H](c3cccc4ccccc34)C[C@H]2[C@H]2C(=O)N(c3ccccc3)C(=O)[C@H]2C1	.	1	-23	-2	-4	6	2	6	10
N#CC1=C(N)NC(=S)C(C(N)=O)C1c1ccccc1F (centres undefined)	0.8	-2	-8	-3	9	12	1	7	5
Cc1cccc(CN2CCCC(C(=O)N3CCc4ccccc4C3)C2)c1 (centres undefined)	2.0	-8	8	-1	0	-15	1	3	0
COc1cc(C2CC(=O)c3cnc(N)nc3C2)cc(OC)c1OC (centres undefined)	-1.7	-2	-4	3	0	11	1	-1	0
COc1ccc(-c2coc3cc4oc(=O)cc(-c5ccccc5)c4cc23)cc1F	1.7	1	-12	-2	-6	8	1	7	6
O=C(NCCCl)NNC(=O)c1cc2ccccc2cc1O	2.8	1	-13	-3	-5	5	0	5	2
O=C(Nc1nnc([C@H]2C[C@H](O)[C@@H](CO)O2)s1)c1ccccc1F	.	-1	-9	0	3	5	0	-17	-11
C=CC[C@H](CC(=O)N(CCO)Cc1ccccc1)C(=O)N[C@H](COC(=O)[C@H](CC=C)CC(=O)OC(C)(C)C)Cc1ccccc1	-0.8	2	-8	-1	-22	4	10	-3	9
O=C(Cn1ncc2c3ccccc3n(Cc3ccccc3)c2c1=O)NCCN1CCOCC1	-0.7	-3	-11	3	1	10	1	2	3
COc1ccc(CCN(C(=O)C(F)(F)F)C(C(=O)NC2CCCCC2)c2ccc(C)s2)cc1OC (centres undefined)	-0.3	0	-20	10	-3	-3	1	11	4
COC(=O)C1(O)CC(C(C)C)=NN1C(=O)c1ccccc1 (centres undefined)	-2.5	1	-4	-3	-4	6	1	8	-2
CCc1ccc(N(C(=O)c2csnn2)C(C(=O)NC(C)(C)C)c2ccccn2)cc1 (centres undefined)	-1.1	1	-11	11	11	14	-1	-27	-16
c1ccc(CN2c3ccccc3-c3nc4ccccc4n3C2c2ccccn2)cc1 (centres undefined)	-0.1	-5	12	-20	-13	-11	1	13	10
CSc1nnc(N2C(=O)C(O)=C(C(=O)c3ccco3)C2c2ccccc2)s1 (centres undefined)	12	6	-27	7	5	17	1	5	-2
CCOC(=O)c1c(C)[nH]c(C(=O)C(C)OC(=O)c2oc3ccccc3c2COC)c1C (centres undefined)	-1.2	-3	-22	-7	4	0	0	7	-1
O=C(COC(=O)c1ccccn1)NCc1cccs1	-0.9	-1	-12	8	-2	13	0	-6	12
CCc1ccc(N2CCN(C(=O)N3CCOCC3)CC2)cc1	-1.5	1	-10	1	8	1	2	0	-14
CC(C)COC(=O)N1CC(O)CC1C(=O)O (centres undefined)	-0.2	-1	10	2	-6	-7	0	0	10
COC(=O)/C(=C\c1c[nH]c2ccccc12)NC(C)=O	0.6	-1	-4	3	-2	1	1	-6	-1
O=C(NCc1ccc(Cl)cc1)C(=O)NCC1CCCN1S(=O)(=O)c1cccs1 (centres undefined)	0.1	1	-5	-6	-4	2	4	2	12
Cc1nn(Cc2ccc(Cl)cc2)c(C)c1NC(=O)CCCn1nc(C)c([N+](=O)[O-])c1C	1.9	-3	11	-3	-2	-4	2	7	-2
SMILES	CRFBP-R2 agonist	CHRM5 agonist	CHRM1 antagonist	M4 PAM	M5 PAM	CHRM1 PAM	CHRM4 agonist	CHRM4 antagonist	CHRM5 antagonist
COc1ccc(N(C(=O)c2ccco2)C(C(=O)NC2CCCC2)c2ccc(N3CCOCC3)cc2)c(OC)c1 (centres undefined)	-0.3	-4	-6	-5	-3	8	0	1	21
NC(=O)COC(=O)c1cccc(NS(=O)(=O)/C=C/c2ccccc2)c1	-0.9	0	6	-8	0	2	2	5	4
COc1ccc(NC(=O)N2CCN(c3nc4ccccc4n3C(C)C)CC2)cc1	-2.4	2	-6	0	-1	7	2	0	2
COc1ccc(NC(=O)c2ccccc2CC[N+](=O)[O-])cc1	-0.1	-2	-3	9	12	11	3	-5	0
COCCn1c(N)c(N(Cc2ccccc2)C(=O)c2ccc(C#N)cc2)c(=O)[nH]c1=O	-0.4	1	-4	5	13	12	1	5	-5
Cc1cc([N+](=O)[O-])nn1CC(=O)N1CCCc2ccccc21	-5.0	-2	7	4	-3	0	0	-5	7
COc1ccc(OC)c(NC(=O)c2cc3n(n2)C(C(F)(F)F)CC(c2ccc4c(c2)OCO4)N3)c1 (centres undefined)	6.3	-6	-13	16	15	5	2	-18	-15
COc1ccccc1N(Cc1cc(=O)[nH]c2ccccc12)C(=O)c1cccc([N+](=O)[O-])c1	-6.2	-1	-18	6	7	8	2	2	2
CC(NC(=O)c1ccccc1NC(=O)CN1CCc2ccccc2C1)c1ccccc1 (centres undefined)	0.6	3	-2	-5	-5	3	15	11	12
Cc1cccc(C)c1NC(=O)CSc1nnc(C)c(=O)[nH]1	-2.8	0	4	3	6	2	1	0	-9
O=C(O)c1ccc(/C=N/N2CCN(c3ccccc3)CC2)cc1	-1.2	2	-22	0	8	19	0	-22	-3
COc1cccc(NC(=O)c2ccn(C)n2)c1	-1.0	2	-4	-3	3	6	0	6	-8
NNC(=O)CN1CCCc2ccccc21	-0.9	-4	-4	1	1	-4	3	5	4
CC1(C)CC(N=C2C([N+](=O)[O-])=CC=C3C2=NC2(CCCCC2)N3O)CC(C)(C)N1	-0.9	-8	-19	10	-1	9	1	-11	4
COc1cc(NC(=O)CSc2nc(C)cc(C)n2)cc(OC)c1OC	-1.0	2	-2	-4	-2	1	3	0	10
CC#CCOCC1CNC(=O)O1 (centres undefined)	2.3	-1	-17	-2	-1	7	1	-5	-5
O=[N+]([O-])c1ccc(N2CCCCC2)nc1N1CCCCC1	-3.2	-5	-2	-16	-3	-4	-1	4	3
Cc1ccc(S(=O)(=O)NCCNS(=O)(=O)c2ccccc2Br)cc1	-2.5	3	-21	0	1	12	2	-7	-11
CCC(=O)C1CCCN(C(=O)CCc2nnc(-c3ccc(C(C)=O)s3)o2)C1 (centres undefined)	1.0	-2	-5	-3	-4	3	0	-6	0
O=C(c1cc(-c2cccc(O)c2)on1)N1CCCCCC1	0.4	-2	-11	0	-2	10	2	-6	6
Cc1ccc(/C=N/NC(=O)c2ccccn2)o1	-1.3	-1	2	5	0	1	0	2	-1
CCN(CC)S(=O)(=O)c1cccc(-c2cn3cccnc3n2)c1	0.1	4	-19	24	8	21	2	10	4
CN(C)S(=O)(=O)N1CCN(S(=O)(=O)N(C)C)CC1	0.1	-1	-11	14	6	9	1	-14	-10
CCOc1ccc(C(=O)NCC(=O)OCC(=O)Nc2ccccc2OC)cc1	-1.1	-11	-9	1	2	7	0	-5	-1
OC1CN=C2C=CC=CN2C1 (centres undefined)	-2.6	-1	0	-9	1	5	0	11	-3
SMILES	CRFBP-R2 agonist	CHRM5 agonist	CHRM1 antagonist	M4 PAM	M5 PAM	CHRM1 PAM	CHRM4 agonist	CHRM4 antagonist	CHRM5 antagonist
C[C@H]1CN([C@@H](C)CO)C(=O)c2cc(C#Cc3ccccn3)cnc2O[C@@H]1CN(C)Cc1ccccc1	0.4	-1	-15	8	4	4	1	-18	-4
CC(=O)NC(C)(c1ccccc1)c1nc(-c2cnc3ccccc3c2)cs1 (centres undefined)	.	1	-7	-2	-2	3	1	-2	-3
O=c1ccc2c(-c3ccccc3S(=O)(=O)O)c3ccc(O)c(O)c3oc-2c1O	-1.6	0	4	-1	-1	1	1	-3	1
COc1ccc(Br)cc1CN1CCCC(C(=O)N2CCCCCC2)C1 (centres undefined)	-0.3	-9	22	-9	-8	-20	3	5	2
O=C(NCCc1csc(-c2ccccc2)n1)c1ccco1	-6.2	0	-5	-12	-4	7	3	-2	11
Cc1ccc(S(=O)(=O)Nc2nc(C)c(C(=O)NN)s2)cc1	-0.4	4	2	9	8	6	0	2	-5
O=C(N/N=C/C=C/c1ccc2c(c1)OCO2)C(O)c1ccccc1 (centres undefined)	-1.2	1	-8	3	-5	7	0	-3	-1
Cc1ccc(C(C)NC(=S)NC2CCCCC2)c(C)c1 (centres undefined)	5.2	-2	-11	-8	-8	-3	9	-1	3
Clc1ccc2nc(N3CCNCC3)nc(-c3ccccc3)c2c1	1.9	-3	-3	-4	6	4	10	6	11
CC(=O)NC1=NN(C(C)=O)C(C)(CCS(=O)(=O)c2ccc(Br)cc2)S1 (centres undefined)	0.2	-3	-1	8	1	2	2	8	3
O=C1CC(C(=O)Nc2ccc(Cl)c(Cl)c2)S/C(=N\N=C\c2ccco2)N1 (centres undefined)	-0.1	-3	-1	-4	8	-1	1	4	2
CCC(Br)C(=O)Nc1ccc(OC)cc1 (centres undefined)	0.9	0	-4	2	8	7	0	-7	-4
O=C(OCc1nnc(-c2ccccc2)o1)c1cc(S(=O)(=O)N2CCOCC2)c(Cl)cc1Cl	1.4	0	-23	3	-4	4	1	2	4
CC(C)C[C@H]1CN(CCCC[C@H]2CNC(=O)C(=O)N2Cc2ccccc2)C(=O)C(=O)N1CC1CCCCC1	.	-3	.	1	-1	.	0	4	3
O=C(O)/C(=C\c1ccc(Cl)cc1)c1ccc(S(=O)(=O)N2CCCC2)s1	4.1	3	-5	7	-1	20	1	-5	-1
O=C(CCN1CCCCO1)N1CCCC(Nc2ccc(F)cc2)C1 (centres undefined)	-1.3	-2	-7	9	1	9	1	-3	4

Rows are unselected; about 2.8% have a hit in one of these screens.
